USP1 inh: inhibitors of human USP1/UAF1 deubiquitinase; 0.23% of 390,000 active; recombinant USP1/UAF1, Ub-Rhodamine cleavage fluorescence; Potency, µM (series often up to 57.1 µM), for inactives: top-dose activity change, negative = inhibition, hits mostly inhibitors; O94782; AID 743255; note: % is set by controls: 0 for no effect and ±100 for the full control effect; nearly all actives have a fitted effect of over 60% in size; inactives centre near -12
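USP1/UAF1 complex at 1 nM was preincubated with compound for 15 min at room temperature, then Ub-Rho substrate (150nM final) was added. Fluorescence (480/540 nm) was read kinetically, 6 reads every 60 seconds.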
RXFP1 agonist: agonists of human relaxin receptor RXFP1; Q9HBX9; HEK293T-RXFP1 cAMP TR-FRET, 30 min; response scale: percent of porcine relaxin response, buffer zero; Potency, µM (top dose mostly 57.5 µM), for the others: at the highest dose activation, actives largely listed as activators; 0.3% of 370,000 active; AID 2676; note: % is set by controls: 0 for no effect and ±100 for the full control effect; nearly all actives have a fitted effect of over 60% in size; many of its hits are not listed in these tables
Target sequence (Q9HBX9 whole entry, looked up): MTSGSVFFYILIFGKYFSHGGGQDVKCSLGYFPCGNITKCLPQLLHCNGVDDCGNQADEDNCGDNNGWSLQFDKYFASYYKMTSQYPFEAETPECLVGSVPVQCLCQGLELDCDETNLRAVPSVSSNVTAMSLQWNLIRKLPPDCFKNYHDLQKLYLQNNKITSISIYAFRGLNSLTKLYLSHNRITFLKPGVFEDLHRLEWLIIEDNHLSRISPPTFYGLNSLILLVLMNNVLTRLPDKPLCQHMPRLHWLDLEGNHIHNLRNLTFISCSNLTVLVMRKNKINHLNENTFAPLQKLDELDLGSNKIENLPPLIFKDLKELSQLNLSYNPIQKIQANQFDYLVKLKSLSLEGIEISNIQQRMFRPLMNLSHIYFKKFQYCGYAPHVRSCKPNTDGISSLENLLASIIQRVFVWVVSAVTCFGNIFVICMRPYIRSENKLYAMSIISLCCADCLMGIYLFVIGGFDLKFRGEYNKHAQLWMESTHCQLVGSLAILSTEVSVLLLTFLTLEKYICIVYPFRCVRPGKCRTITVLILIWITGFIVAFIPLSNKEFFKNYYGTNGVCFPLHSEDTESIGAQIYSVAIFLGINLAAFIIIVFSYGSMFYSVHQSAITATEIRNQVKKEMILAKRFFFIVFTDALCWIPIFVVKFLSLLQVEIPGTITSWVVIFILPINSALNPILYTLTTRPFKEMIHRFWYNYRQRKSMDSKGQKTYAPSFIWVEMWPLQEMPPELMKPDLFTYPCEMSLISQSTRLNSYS
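HEK293T cells stably expressing RXFP1 were pretreated with the PDE4 inhibitor Ro 20174, exposed to compounds for 30 min at 37C, lysed, and cAMP was read by TR-FRET. Data normalized to buffer (basal) and 29 nM porcine relaxin (100%).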
TrxR1 inh: inhibitors of rat thioredoxin reductase 1 | O89049 | recombinant rTrxR1, NADPH fluorescence consumption, selenite substrate | Potency, µM (highest dose often 114 µM), for the others: at the top dose activity change, negative = inhibition, hits mostly inhibitors | 1% of 390,000 active | AID 588453; note: % is set by controls: 0 for no effect and ±100 for the full control effect; nearly all actives have a fitted effect of over 65% in size
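Rat TrxR1 (90 nM in the dispensed reagent) was pre-reduced with 400 uM NADPH for 5 min at room temperature, then incubated with compound for 15 min. After 400 uM selenite was added, NADPH fluorescence (Ex 340/Em 450 nm) was followed for 8 min.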
RGS4 inh: blocks human RGS4-accelerated GTP hydrolysis. P49798. Transcreener GDP fluorescence polarization, RGS4-accelerated GTP hydrolysis. Potency, µM (top dose mostly 114 µM), for the others: at the highest dose activity change, negative = inhibition, usual class: inhibitors. 0.039% of 390,000 active. AID 504845; note: % is set by controls: 0 for no effect and ±100 for the full control effect; nearly all actives have a fitted effect of over 75% in size; some results filed as inactive show a strong effect at the top dose
Target sequence (P49798 whole entry, looked up): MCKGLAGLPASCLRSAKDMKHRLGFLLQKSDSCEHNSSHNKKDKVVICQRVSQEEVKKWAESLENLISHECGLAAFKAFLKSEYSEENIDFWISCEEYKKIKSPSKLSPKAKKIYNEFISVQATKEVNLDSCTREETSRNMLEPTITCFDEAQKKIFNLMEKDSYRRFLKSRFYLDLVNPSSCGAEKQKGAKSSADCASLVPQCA
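MLSMR compounds (23 nl, pin-transferred) preincubated 10 min at room temperature with a 500nM (2x) first reagent, then RGS4 at 900nM (2x) plus Transcreener GDP mix added; fluorescence polarization (620/688 nm) read before and after 90 min at 30 °C.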
Vif-APOBEC3G blk: inhibitors of Vif-APOBEC3G interaction | AID 602310 | 0.076% of 410,000 active | Potency, µM (series often up to 46.1 µM), for inactives: top-dose activity, negative = active, actives largely listed as inhibitors | HeLa A3G-eYFP + Vif (tagged APOBEC3G with the HIV-1 protein that degrades it), YFP fluorescence, overnight;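 note: % is set by controls: 0 for no effect and ±100 for the full control effect; nearly all actives have a fitted effect of over 60% in size; hits raise eYFP signal because A3G escapes Vif-driven loss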
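Read-out is eYFP fluorescence (Ex 488/Em 500-530) from Vif-expressing HeLa A3G-eYFP cells; more signal means A3G escaped Vif-mediated degradation. Cells plated overnight, compound pinned in, incubated overnight at 37 deg C.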
IDH1 R132H inh: blocks human mutant IDH1 R132H enzyme; O75874; IDH1-R132H enzyme, NADPH consumption, diaphorase/resazurin fluorescence; Potency, µM (titrated, usually from 76.6 µM), for inactives: top-dose activity change, negative = inhibition, most hits filed as inhibitors; 0.093% of 390,000 active; AID 602179; note: % is set by controls: 0 for no effect and ±100 for the full control effect; nearly all actives have a fitted effect of over 65% in size
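IDH1-R132H (0.5 ug/mL dispensed) in pH 7.5 Tris buffer was preincubated 30 min with compound, then given a substrate mix of 0.016 mM NADPH and 2 mM alpha-KG for 80 min at room temperature; remaining NADPH was read by diaphorase/resazurin fluorescence.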
ALOX12 inh: inhibitors of human 12S-lipoxygenase ALOX12; 1.1% of 580,000 active; Potency, µM (top dose mostly 108 µM), without a hit: at the highest dose activity change, negative = inhibition, actives largely listed as inhibitors; purified 12hLO, xylenol orange hydroperoxide absorbance; AID 1671190; P18054; note: % is set by controls: 0 for no effect and ±100 for the full control effect
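Purified human 12hLO at 150 nM in 25 mM Hepes, 0.01% Triton X-100, pH 7.0, preincubated 15 min at room temperature with compound. Reaction started with 40 uM arachidonic acid, 30 min at room temperature. Hydroperoxide measured by Fe-xylenol orange, 573/405 nm absorbance ratio.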
Vif-APOBEC3F blk: inhibitors of Vif-A3F interaction; HeLa A3F-eYFP + Vif (tagged APOBEC3F with the HIV-1 protein that degrades it), YFP fluorescence increase; Potency, µM (doses to about 46.1 µM), for the others: at the highest dose activity, negative = active; 0.2% of 390,000 active; AID 602313; note: % of control where 0% means no effect; nearly all actives have a fitted effect of over 65% in size
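Fluorescence increase (Ex 488/Em 500-530) after overnight compound treatment at 37 deg C flags inhibition of Vif-driven A3F-eYFP loss in stable HeLa A3F-eYFP/Vif cells seeded overnight beforehand.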
TrxR1 substrate: rat thioredoxin reductase 1 substrate activity | O89049 | purified TrxR1 substrate turnover, NADPH consumption readout | Potency, µM (top dose mostly 114 µM), without a hit: at the top dose activity change, negative = substrate turnover | 0.01% of 390,000 active; note: % is set by controls: 0 for no effect and ±100 for the full control effect; nearly all actives have a fitted effect of over 50% in size
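Rat TrxR1, dispensed at 90 nM, was prereduced with 400 uM NADPH (final) for 5 min at ~22 deg C, then incubated with compound 15 min before 400 uM selenite. A first-read NADPH fluorescence drop versus no-compound background flagged substrates.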
* = called active by the depositor; ? = inconclusive; . = no result given; & = joins results of further samples; [ ] = dose if it differs, or a comment. Calls come from the whole dose curve; as a rule, active = well fitted curve in the direction sought with a large enough effect; inconclusive = small, poorly fitted or top-dose-only effect, or another doubt; inactive = no such curve, though single readings can be large; an effect the other way counts as inactive or inconclusive. Potency is the fitted concentration of half-maximal effect. Not all compounds are listed (hit frequency here may not be typical).

SMILES	USP1 inh	RXFP1 agonist	TrxR1 inh	RGS4 inh	Vif-APOBEC3G blk	IDH1 R132H inh	ALOX12 inh	Vif-APOBEC3F blk	TrxR1 substrate
Nc1nc(Nc2ccccc2)sc1C(=O)c1ccccc1	-6.2%	0.2%	5.0%[57.1 µM]	7.5%	-6.9%	-5.0%	-4.2%	7.4%	-1.1%[57.1 µM]
CCOc1ccc(C(=O)NC2CCN(S(C)(=O)=O)CC2)cc1	-16.8%	1.7%	8.0%	5.7%	0.0%	11.8%	0.0%	-2.1%	0.4%
COc1ccc(S(=O)(=O)N2CCN(C(=O)CSC(=S)N3CCCC3)CC2)cc1	-6.3%	-1.7%	34.1%	1.3%	3.4%	-7.5%	13.0%	-5.4%	1.1%
CC(C)Cn1c(=O)c(C(=O)Nc2ccncc2)c(O)c2ccccc21	-5.4%	.	9.3%	7.5%	-1.0%	1.9%	8.5%	-13.9%	14.9%
Cc1cc(C(=O)NNc2ccc(F)cc2)no1	-5.0%	-0.8%	2.5%[57.1 µM]	1.1%	1.4%	-0.7%	?	-15.1%	10.4%[57.1 µM]
CC(=O)N1c2ccc(S(=O)(=O)NCC3CCC(C(=O)N4CC(C)CC(C)C4)CC3)cc2CC1C (stereo not given)	-10.9%	0.9%	9.8%	12.5%	0.9%	-0.2%	2.0%	-0.9%	-8.9%
CC(=O)c1ccc(OCCCC(=O)OCC(=O)Nc2c(C)nn(-c3ccccc3)c2C)cc1	-8.1%	-0.3%	17.3%	-8.4%	-0.2%	3.4%	-15.4%	5.2%	7.6%
Cc1oc(-c2cccs2)nc1CN1CCN(C(C)C)C(CCO)C1 (stereo not given)	-27.2%	1.2%	15.3%	-4.6%	3.0%	-4.7%	-1.3%	15.5%	14.8%
Cc1nn(C)cc1S(=O)(=O)N1CCN(c2ccccc2F)CC1	-7.0%	2.7%	-7.9%	-17.8%	-4.1%	0.9%	2.3%	5.9%	-7.7%
CSc1ncccc1C(=O)NC1CCCCCCC1	-6.7%	5.2%	16.5%	23.6%	0.9%	-0.2%	11.9%	16.2%	-1.3%
O=C(Nc1ccccc1)Nc1nnc(Cc2ccc(F)cc2)s1	-19.4%	3.8%	33.8%	-11.1%	1.7%	1.3%	21.0%	6.0%	1.8%
O=C(O)COc1ccccc1/C=N/NC(=O)c1ccc(F)cc1	-17.3%	-1.9%	2.3%	8.3%	-2.8%	10.7%	-15.0%	0.4%	-4.3%
Cc1c(C(=O)c2cccc(F)c2)c2ccccn2c1CCC#N	-11.5%	-1.8%	7.9%[57.1 µM]	-13.0%	-3.3%	6.5%	?	6.8%	-9.0%[57.1 µM]
Cc1ccc(SCCC(=O)NC(C)(C)C)cc1	-9.9%	-1.5%	2.1%[57.1 µM]	12.8%	0.9%	5.7%	0.0%	8.5%	6.2%[57.1 µM]
C[C@@H]1ON(C)[C@H]2C[C@H]3c4[nH]c5ccc(-c6ccc7c(c6)OCO7)cc5c4CCN3C[C@@H]12	-21.0%	.	.	.	-8.6%	11.0%	?	-0.1%	.
COc1ccccc1OC(C)C(=O)N1CCc2ccccc21 (stereo not given)	-10.3%	-0.6%	8.1%	-11.8%	-0.3%	2.6%	9.1%	4.1%	-3.0%
CCN(CC(=O)NCc1ccc(Cl)cc1)CC(=O)Nc1ccc(C(N)=O)cc1	-5.5%	-1.8%	3.1%[57.1 µM]	5.6%	1.9%	-3.7%	-21.1%	0.6%	6.6%[57.1 µM]
Cc1[nH]n(-c2ccc([N+](=O)[O-])cc2)c(=O)c1C=NCCN1CCN(C(=O)C(C)C)CC1	-13.9%	25.1µM*	10.7%	-4.4%	0.7%	0.0%	3.4%	-0.8%	-10.2%
CCn1c(N)c(Br)c(=O)[nH]c1=O	-9.4%	-0.3%	-3.4%[57.1 µM]	-0.1%	-6.8%	3.0%	0.0%	-1.2%	0.9%
COc1ccc(CN2CCOCC2)c(C)c1C	-12.6%	1.1%	15.2%[57.1 µM]	-4.3%	2.1%	1.3%	-23.3%	-0.6%	1.5%[57.1 µM]
COC(=O)C1C(O)=C(C=NC2CCCCC2)C(=O)CC1(C)C (stereo not given)	-6.3%	1.9%	11.8%[57.1 µM]	-3.7%[11.4 µM]	0.0%	11.7%	-7.8%	5.0%	5.1%[57.1 µM]
CCCCc1cc(=O)oc2c(CN(C)C)c(O)c(Cl)cc12	-7.7%	14.7%	?	18.8%	0.1%	7.5%	-11.4%	-0.6%	.
CC(C)(C)OC(=O)N(CCc1ccccc1)Cc1ccccc1OCc1ccc(NC(=O)C2CCC2)cc1	-13.4%	.	8.2%	-12.7%	-2.3%	-0.6%[38.3 µM]	-25.4%	6.0%	-7.6%
COc1ccc(NC(=O)CN(C)C(=O)c2ccc(NS(=O)(=O)c3ccc4[nH]c(=O)[nH]c4c3)cc2)cc1	-3.9%	-0.3%	16.3%	4.6%	-2.8%	-1.1%	12.0%	4.0%	4.0%
CCN(CCn1cccn1)Cc1cn[nH]c1-c1cccc2ccccc12	-8.4%	0.4%	14.2%	0.9%	0.0%	-1.0%	13.4%	3.0%	-0.6%
COc1ccc(CN2CCN(C(=O)Cn3nc(C)n4cccc4c3=O)CC2)c(OC)c1OC	-12.7%	1.3%	8.1%	-17.2%[11.4 µM]	3.6%	-9.7%	13.1%	3.2%	6.8%
O=C(NCc1ccc(F)cc1)c1cc(S(=O)(=O)N2CCCCC2)c[nH]1	-25.6%	-4.8%	-5.3%	8.6%	0.8%	3.9%	-10.9%	-6.9%	-4.7%
CCc1cccc2c(C(=O)COC(=O)[C@@H]3CC(O)CN3S(=O)(=O)c3ccccc3[N+](=O)[O-])c[nH]c12 (stereo not given in full)	-3.1%	.	5.5%	2.3%	0.8%	5.9%	5.9%	-0.4%	-5.1%
CN(C)S(=O)(=O)c1ccc(C(=O)NCC[N+]2(C)CCCCCC2)o1	-6.3%	0.7%	14.9%	-21.6%	1.7%	-11.7%	?	7.7%	-6.4%
COc1ccc(-c2cc(C(F)(F)F)n3nc(C)c(-c4ccccc4)c3n2)cc1OC	-25.7%	1.8%	24.9%	-9.8%	-3.8%	-2.6%	-10.6%	-16.6%	7.2%
COc1cccc(NC(=O)N(CCC(C)C)C2CCN(C(C)C)CC2)c1	-24.0%	0.3%	26.0%[57.1 µM]	14.9%	1.4%	-2.6%	0.0%	-0.2%	9.9%[57.1 µM]
Cc1ccccc1NC(=O)CCCCCN1C(=O)[C@@H]2Cc3ccccc3CN2C1=O	-7.7%	-1.4%	40.1%[activator][57.1 µM]	8.7%[56.9 µM]	1.5%	12.5%	4.6%	1.8%	17.9%[57.1 µM]
Cc1cccc(-c2cccc(NC(=O)C3CCCN(C(=O)c4csc(C)n4)C3)c2)c1 (stereo not given)	-5.6%	0.4%	25.5%[57.1 µM]	-11.7%[56.9 µM]	-8.6%	-3.5%	1.1%	-1.6%	9.2%[57.1 µM]
COc1ccc([C@@H]2CC(=O)c3c(O)cc(O[C@@H]4O[C@H](CO[C@@H]5O[C@@H](C)[C@H](O)[C@@H](O)[C@H]5O)[C@@H](O)[C@H](O)[C@H]4O)cc3O2)cc1O	-0.4%	-1.3%	-11.9%	5.7%	-2.1%	-4.3%	-14.8%	10.6%	-7.0%
Cn1cccc1/C=C(\C#N)C(N)=S	-1.8%	1.1%	-3.1%[57.1 µM]	-11.1%	0.7%	-1.4%	0.0%	4.6%	-12.3%
COc1ccc(S(=O)(=O)NN(C)c2ncc(C(F)(F)F)cc2Cl)cc1	-13.2%	-0.3%	19.5%	12.3%	0.1%	3.3%	2.2%	0.2%	-6.9%
Cc1ccccc1NC(=O)c1cc2ccccc2o1	-13.0%&-14.2%	1.1%&3.5%	24.4%	12.9%&11.3%	-0.3%&-4.4%	-3.2%&6.4%	-6.2%&-20.3%	-18.3%&2.7%	0.5%
CC(C)c1nnc(NC(=O)C2CCN(C(=O)C(C)(C)C)CC2)s1	.	.	30.2%	-8.5%	1.8%	.	.	.	5.9%
Cc1ccc2c(c1)N(CCCC(=O)NCc1cccnc1)C(=O)CO2	?	2.6%	19.8%	5.9%	2.3%	9.4%	11.2%	-6.5%	7.8%
O=C1c2oc3ccccc3c(=O)c2C(c2ccc(O)cc2)N1Cc1ccc2c(c1)OCO2 (stereo not given)	-11.3%	1.4%	-6.5%[57.1 µM]	9.2%	-0.7%	4.4%	?	-1.4%	-13.1%[57.1 µM]
CSc1ccc(/C=C/C(=O)OCC(=O)N2CCN(S(=O)(=O)c3ccc(C)cc3C)CC2)cc1	-4.5%	-0.6%	39.5%[activator]	3.1%	-12.9%	12.2%	383.7%[activator]	-2.4%	42.9%[activator]

Grouped by structure: those above containing a CF3 group (2)
SMILES	USP1 inh	RXFP1 agonist	TrxR1 inh	RGS4 inh	Vif-APOBEC3G blk	IDH1 R132H inh	ALOX12 inh	Vif-APOBEC3F blk	TrxR1 substrate
COc1ccc(-c2cc(C(F)(F)F)n3nc(C)c(-c4ccccc4)c3n2)cc1OC	-25.7%	1.8%	24.9%	-9.8%	-3.8%	-2.6%	-10.6%	-16.6%	7.2%
COc1ccc(S(=O)(=O)NN(C)c2ncc(C(F)(F)F)cc2Cl)cc1	-13.2%	-0.3%	19.5%	12.3%	0.1%	3.3%	2.2%	0.2%	-6.9%
